# C-LANA FP – inhibitors of KSHV LANA C-terminal domain DNA binding | MBP-C-LANA/FAM-LBS DNA binding, fluorescence polarization | inhibition, % at 9 µM | 340,000 compounds, 0.078% hits | AID 504423;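 active = highest replicate inhibition at or above 60% at 9 µM, even if other replicates fall short; inactive = all replicates below 60% inhibition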;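 also: 0% = neutral control wells and 100% = 4 µM acridine orange control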
# RTF Ca sens inh – cardiac RTF calcium desensitization; P19429+P45379; IANBD-labeled cardiac RTF, Ca2+ fluorescence; inhibition, % at 7.15 µM; 340,000 compounds, 0.12% hits; AID 493244;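 active = inhibition above the mean inhibition of all tested compounds plus 3 SD, cut at about 17% in these data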;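 also: assay run at fixed EC70 calcium of 1.6 mM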
# Keap1-Nrf2 PPI – Keap1-Nrf2 (human) interaction inhibition. 340,000 compounds, 0.15% hits. inhibition, % at 9.4 µM. Keap1 Kelch-Nrf2 peptide fluorescence polarization, 1536-well. Q14145; in the data active = inhibition above about 12%; inconclusive = no clear call, values can overlap the other calls; inactive = below about 7.3%;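 also: human Keap1 Kelch domain with fluorescein labeled Nrf2 9mer peptide probe; 0% = neutral control wells and 100% = peptide positive control; higher means more block of Keap1 binding to Nrf2 peptide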
# RTF Ca sens act – increases calcium sensitivity of human cardiac regulated thin filaments | IANBD-labeled TnC RTF fluorescence at EC20 calcium; 0% EC20 calcium, 100% full calcium | 340,000 compounds, 0.24% hits | P19429+P45379 | activation, % at 7.2 µM;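 active = activation above the mean over all tested compounds plus 3 SD, cut at about 30% in these data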;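 also: rise in fluorescence read as greater calcium sensitivity of cardiac thin filaments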
# PvdQ inh – P. aeruginosa PvdQ acylase inhibition; purified PvdQ acylase, fluorescence plate reader; 340,000 compounds, 0.063% hits; inhibition, % at 10 µM; in the data active = inhibition above about 30%, passing the limit was not always enough; inconclusive = no clear call, values can overlap the other calls;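 also: 0% = vehicle neutral wells and 100% = reference inhibitor wells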
# Rtt109 HAT inh – blocks Candida albicans Rtt109/Vps75 acetyltransferase activity | inhibition, % at 34.9 µM | Q5AAJ8 | 330,000 compounds, 0.16% hits | purified Rtt109/Vps75, ThioGlo CoA-SH fluorescence, 4 h;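 active = inhibition of at least 50% in every replicate; inconclusive = best replicate reaches 50% inhibition but some replicates fall short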
# Target sequence (Q5AAJ8 whole entry, looked up): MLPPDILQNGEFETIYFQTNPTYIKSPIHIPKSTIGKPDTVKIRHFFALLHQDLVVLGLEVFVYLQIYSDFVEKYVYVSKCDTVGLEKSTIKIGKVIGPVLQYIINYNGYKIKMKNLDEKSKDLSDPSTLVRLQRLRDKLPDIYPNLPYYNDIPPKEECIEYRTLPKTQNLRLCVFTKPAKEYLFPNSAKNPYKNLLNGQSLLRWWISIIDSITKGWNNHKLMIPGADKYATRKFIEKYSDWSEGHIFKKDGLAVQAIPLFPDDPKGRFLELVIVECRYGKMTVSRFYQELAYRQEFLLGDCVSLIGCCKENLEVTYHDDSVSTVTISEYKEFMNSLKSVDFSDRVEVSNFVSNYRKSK
# SUMO Mot1 rescue – SUMOylation pathway inhibition by Mot1-301 growth rescue; growth rescue, % at 18.8 µM; S. cerevisiae Mot1-301 growth rescue, ATP luminescence, 38.5C; percent above DMSO median, 100 means doubled; 320,000 compounds, 1% hits;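 active = every valid replicate shows activation above 250% relative to neutral control wells; inactive = the rest, any valid replicate at or below 250%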;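 also: OY570 slx delta 5 strain wells were the positive control but not used for scaling; some compounds called inactive have numbers as strong as hits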
# CDK5 p35 inh – blocks human CDK5/p35 kinase activity; 330,000 compounds, 0.01% hits; Recombinant CDK5/p35, ADP-Glo luminescence, 60 min; Q00535+Q15078; inhibition, % at 10 µM;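 active = highest replicate inhibition of at least 50% and at least 75% of replicates reaching 50%; inconclusive = only one of the two criteria met; inactive = both criteria failed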;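 also: plate controls were DMSO neutral control for no effect and GW8510 at 10 µM for full effect; many of its hits are not listed in these tables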
# PfHsp90 yeast 2 – reduces growth (ATP signal) of yeast expressing P. falciparum Hsp90 | S. cerevisiae expressing PfHsp90, BacTiter-Glo ATP, 48 h; yeast lacking PDR1 and PDR3 efflux regulators | inhibition, % at 9.4 µM | 310,000 compounds, 0.32% hits | AID 504621;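 active = every replicate shows inhibition above about 80%, whatever the replicate mean, limit read from the data; inconclusive = mean inhibition reaches the set limit but some replicate falls short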;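 also: 0% = DMSO neutral controls and 100% = 20 µM radicicol positive controls; yeast relying on Plasmodium falciparum Hsp90 in place of its own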
# dFosB activator – enhances mouse delta FosB homodimer DNA binding; P13346; AID 493131; activation, % at 25 µM; purified delta FosB, TAMRA-CDK5 oligo fluorescence polarization; percent of positive-control signal above neutral wells; 340,000 compounds, 0.99% hits;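 active = mean activation above about 17%, with every replicate also reaching it, limit read from the data, passing the limit was not always enough; inconclusive = only one of the two conditions met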;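 also: fluorescence polarization rise as delta FosB binds a TAMRA Cdk5 AP-1 oligo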
# Target sequence (P13346 whole entry, looked up): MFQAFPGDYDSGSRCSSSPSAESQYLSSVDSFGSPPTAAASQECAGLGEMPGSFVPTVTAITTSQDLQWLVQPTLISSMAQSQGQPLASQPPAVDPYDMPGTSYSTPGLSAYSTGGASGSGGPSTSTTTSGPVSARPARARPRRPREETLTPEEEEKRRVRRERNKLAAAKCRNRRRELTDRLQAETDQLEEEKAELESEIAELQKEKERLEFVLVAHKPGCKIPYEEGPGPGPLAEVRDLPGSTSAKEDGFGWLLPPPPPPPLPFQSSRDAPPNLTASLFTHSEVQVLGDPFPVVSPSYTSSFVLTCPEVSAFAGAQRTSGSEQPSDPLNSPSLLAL
# NSD2 inh – blocks human histone methyltransferase NSD2. O96028. NSD2 peptide methylation, AlphaScreen, 120 min. inhibition, % at 12.5 µM. 310,000 compounds, 0.54% hits; in the data active = inhibition above about 50%
# An asterisk follows results filed as active; ? = inconclusive; · = not tested or not shown.
structure	RTF Ca sens act	PfHsp90 yeast 2	NSD2 inh	RTF Ca sens inh	PvdQ inh	dFosB activator	Keap1-Nrf2 PPI	C-LANA FP	CDK5 p35 inh	Rtt109 HAT inh	SUMO Mot1 rescue
CC(=O)Nc1ccc2c(c1)C(N1CC3CCC(CC3)C1)c1ccccc1-2 (configuration not stated)	1	·	-1	3	-16	-2	-5	0.8	-7.7	-1	·
CC(OC(=O)c1ccc(NC(=O)CC#N)cc1)C(=O)Nc1ccc(Oc2ccccc2)cc1 (configuration not stated)	3	·	-2	-11	-1	0	-6	-0.3	2.0	-9	3
O=C(CN1CCN(Cc2ccc(Cl)cc2)CC1)N/N=C/c1ccncc1	8	5	0	-6	6	-3	-2	1.8	-1.6	-6	374*
Cc1nc2nc(SCC(=O)NCc3ccco3)nn2c(C)c1Cc1c(F)cccc1Cl	-1	-7	1	-15	-12	-6	5	0.4	-0.9	-1	9
Cc1cc(=O)[nH]c(SCC(=O)N2CCCCC2)n1	-2	-7	3	-3	13	-7	-1	1.0	1.5	11	-3
COCCCN1CN=C(NS(=O)(=O)c2ccc(C)cc2)NC1	-4	14	-2	-9	15	-3	8	-0.3	1.4	9	-8
O=C(c1cccc(C(F)(F)F)c1)c1c[nH]c(C(=O)NCCCN2CCOCC2)c1	2	-3	1	-17	-7	-1	-5	0.5	-0.1	4	2
Cc1cc(OCC(=O)N2CCC(C(N)=O)CC2)c2c(C)cc(=O)oc2c1	2	-7	·	-4	-7	-5	-4	7.7	0.7	3	16
N#CCC(=O)Nc1ccc(C(=O)OCC(=O)N2CCCC2=O)cc1	-3	·	0	-5	-7	-12	1	-0.9	-4.2	2	-3
COc1cccc(NC(=O)c2cc([N+](=O)[O-])ccc2NC(=O)CNCC2CCCO2)c1 (configuration not stated)	-4	1	·	4	-2	-2	4	-0.2	1.3	2	7
Cc1c(C#N)c(N)c(C(=O)c2ccccc2)n1Cc1ccccc1	0	12	4	1	-14	-9	-5	0.4	2.3	-12	-1
Cc1ccc(NC(=O)C2CCN(S(=O)(=O)c3c(C)noc3/C=C/c3ccco3)CC2)nc1	-2	1	-2	3	-5	-9	-4	0.0	0.6	3	2
CN1CCN(CC(=O)Nc2ccc([N+](=O)[O-])cc2Br)CC1	3	-36	2	6	-4	-1	-3	-1.5	1.5	-3	0
CCc1nc(NCc2ccc3c(c2)OCO3)c2oc3ccccc3c2n1	6	4	-3	-3	-13	-15	2	0.5	-1.3	5	238
CC(C)NC(=O)c1cc2c(-c3ccc(Cl)cc3)nn(C)c2s1	1	-26	·	-9	-11	-14	-2	-0.6	0.0	-10	353
CCn1c(SCC(=O)NNC(=O)c2ccccc2)nnc1-c1ccncc1	1	·	-1	-11	-12	-5	-5	-0.2	2.8	4	-21
CC(C)Oc1cccc(C2NC(=O)c3ccccc3O2)c1 (configuration not stated)	5	-37	-4	-3	-13	-12	-4	-0.5	-1.2	-7	-8
Cc1cc(C)nc(/N=C(\NC(=O)C(C)(C)C)Nc2ccccc2)n1	3	-9	-7	-4	-21	0	-2	-1.5	-9.6	-10	-11
O=C(CSc1n[nH]c(-c2cccnc2)n1)Nc1ccc(Br)cc1	1	9	3	7	5	-5	0	0.0	1.0	2	-5
COc1ccc(CCC(=O)OCC(=O)NCc2ccc(OC)c(OC)c2)cc1OC	-2	-9	-1	-3	-12	2	-2	1.6	0.3	-5	48
CCN(CC)S(=O)(=O)c1ccc(C(=O)OCn2nnc3ccccc3c2=O)cc1	-5	9	-1	-2	3	-5	6	-0.3	-0.8	-16	-9
O=C(NCC1CCCO1)C(c1cccs1)N(Cc1cccs1)C(=O)Cn1nnc(-c2cccs2)n1 (configuration not stated)	2	-13	3	0	-17	-6	3	0.0	1.2	27	9
Cn1nc(OCC(=O)O)cc1C(F)(F)F	-7	-3	-1	-1	-9	4	2	-0.5	0.3	-5	3
CCc1ccc2oc(C(=O)NCCc3ccc(S(N)(=O)=O)cc3)cc(=O)c2c1	1	1	-1	-14	-17	1	-3	0.0	0.7	-1	-8
O=C(NCc1ccccn1)C1CCN(S(=O)(=O)N2CCCC2)CC1	6	13	-2	-8	2	-1	-5	1.2	-2.6	-1	-4

structure	RTF Ca sens act	PfHsp90 yeast 2	NSD2 inh	RTF Ca sens inh	PvdQ inh	dFosB activator	Keap1-Nrf2 PPI	C-LANA FP	CDK5 p35 inh	Rtt109 HAT inh	SUMO Mot1 rescue
O=C1NN(c2cccc(Br)c2)C(=O)/C1=C\c1ccc(O)cc1	-1	-1	6	-2	-2	-9	2	2.9	-10	-4	-6
Cn1c(=O)cc(N)n(Cc2ccccc2)c1=O	26	-1	·	-3	-2	3	-6	-0.5	-2.2	8	-13
COc1ccc(N2CCN(C(=O)CSc3nc4[nH]ncc4c(=O)n3-c3cccc4ccccc34)CC2)cc1	1	-5	20	6	-21	-7	-3	-0.3	1.4	14	-2
CCc1cc(-c2onc(C)c2-c2cscn2)c(O)cc1OC	3	2	0	-6	-12	-3	-3	0.8	0.7	6	-7
COc1ccc(C(=O)CN2C(=O)NC3(CCc4ccccc43)C2=O)cc1 (configuration not stated)	-2	3	0	-1	0	-8	-5	-1.2	0.4	-8	-6
Cc1nc(N2CCOCC2)c2c(C)c(C(=O)Nc3ccc(F)cc3F)sc2n1	-1	6	-1	-6	-19	-12	-1	0.3	-4.8	-2	15
O=C(c1ccccc1-c1nc(-c2ccccc2)no1)N1CCOCC1	-3	-15	1	0	-4	-1	-6	-0.5	0.7	-10	0
CCOC(=O)Nc1cc(OC)c(OC)cc1Cc1nccc2cc(OC)c(OC)cc12	0	-8	0	-10	-12	-3	-2	0.0	-1.7	7	-17
CC(C)(C(=O)c1ccccc1)/[N+]([O-])=C/c1ccccc1	14	-28	33	0	-5	8	-1	-1.6	3.4	4	-2
CCC(O)(CCN1CCCCC1)c1ccccc1 (configuration not stated)	-1	10	-1	-3	-10	6	1	1.3	2.0	5	-7
CCOc1ccc(C(C)=O)cc1CN1C(=O)NC(C)(C2CC2)C1=O (configuration not stated)	1	-50	0	9	6	4	-3	-1.9	1.0	23	8
CN1CCN(CCCNC(=O)c2ccc(Cn3c(=S)[nH]c4ccc(Br)cc4c3=O)cc2)CC1	2	-10	2	-9	-19	-6	-3	2.1	1.7	3	-3
COC(=O)c1ccc(C(c2c(N)n(Cc3ccccc3)c(=O)n(C)c2=O)N2CCOCC2)cc1 (configuration not stated)	2	-73	8	-5	-15	-7	-8	-0.2	-0.5	1	-20
CCC(Sc1ccc(Cl)cc1)C(=O)Nc1nnc(-c2cccc([N+](=O)[O-])c2)s1 (configuration not stated)	2	-41	·	-3	-1	11	2	-0.8	0.3	26	11
CC(=O)c1sc(NC(=O)c2cc(S(=O)(=O)N3CCOCC3)ccc2F)nc1C	1	4	0	-3	-4	-9	-1	-1.6	0.0	-14	-19
Cc1cccc(-c2n[nH]c(S(C)(=O)=O)c2C#N)c1	4	-3	-1	0	-12	7	5	-0.3	-1.0	0	-2
O=C(N/N=C/c1c[nH]c2ccccc12)c1ccccc1O	-7	-11	0	0	4	-2	2	-1.1	-0.8	-3	146
CC(C)(C)NC(=O)COC(=O)Cc1ccc(Cl)cc1	4	9	-1	-2	-9	-6	-6	-0.6	-1.1	0	-7
CC(C)c1ccc(OCC(=O)NNC(=S)NC(=O)C2CC2)cc1	5	?	0	-3	-17	-5	-1	-0.5	-1.4	-2	-29
O=C(Nc1ccccc1)c1cccc(S(=O)(=O)Oc2ccc([N+](=O)[O-])cc2)c1	-9	-4	0	-3	-5	2	-2	-1.0	-0.9	·	14
CNC(=O)c1ccsc1NC(=O)c1ccccc1	-1	-2	·	-2	12	-16	-5	0.0	0.6	5	-6
C=CCN(C(=O)C1CC(=O)N(C2CCCC2)C1)c1nc(-c2ccc(S(C)(=O)=O)cc2)cs1 (configuration not stated)	-4	-26	-1	1	-5	-11	1	0.8	-0.7	-2	-2
COc1cc(NC(=O)c2ccc(COCC(F)(F)F)cc2)cc(OC)c1OC	0	5	24	-1	2	-11	2	-0.6	0.2	-12	-19
C=CC1=C(C(=O)O)N2C(=O)C(NC(=O)Cc3ccccc3)C2SC1 (configuration not stated)	-2	2	2	-4	2	-8	-9	5.5	-2.0	14	-15
CCCc1n(CC)c2ccccc2[n+]1CC(O)COC1CCCCC1 (configuration not stated)	10	10	0	-7	-14	4	-3	1.5	-1.7	-4	181

structure	RTF Ca sens act	PfHsp90 yeast 2	NSD2 inh	RTF Ca sens inh	PvdQ inh	dFosB activator	Keap1-Nrf2 PPI	C-LANA FP	CDK5 p35 inh	Rtt109 HAT inh	SUMO Mot1 rescue
COc1ccccc1NC(=O)c1sc2nc(Cc3ccccc3)cc(C(F)(F)F)c2c1N	7	26	30	-3	4	1	6	7.4	0.3	2	74
Cc1ccc(C)c(NC(=O)c2c(Cl)nc3ccccn23)c1	-1	-16	-1	-8	-2	-11	0	1.5	0.6	-6	4
COc1ccc(C2=CC(=O)CC(c3ccc(F)cc3)C2)cc1 (configuration not stated)	-2	20	·	-12	-3	-1	0	0.5	1.0	3	32
Cc1ccc(C)c(NC(=S)NNC(=S)Nc2ccc(C(C)C)cc2)c1	-3	-30	8	-1	9	-13	2	-1.4	1.3	·	-5
O=C(CN1CCCCC1)NCCNC(=O)CN1CCCCC1	9	·	-2	3	-15	-1	-4	-0.6	-0.4	2	8
CCOC(=O)N1CCC(NC(=O)c2cc(S(=O)(=O)N3CCCC3)cn2C)CC1	-3	8	10	10	2	-1	-2	-0.6	1.2	7	6
COc1ccc(C)cc1-n1nnnc1SCC(=O)N1CCC(C(=O)Nc2nccs2)CC1	0	·	0	-6	-12	-11	-5	-0.3	-8.1	11	0
Cc1ccc(CC(CC(=O)O)C(=O)Nc2ccc(Cl)cc2)cc1 (configuration not stated)	1	0	-2	-1	-9	-1	-1	0.0	-0.2	0	26
O=C(CN1C2=NCCCN2c2ccccc21)c1ccc(Br)s1	6	31	7	-7	-9	-7	1	2.2	0.9	1	-6
Cn1c(=O)[nH]c(=O)c2c1nc(CN1CCN(c3ccccc3F)CC1)n2CCc1ccccc1	2	9	·	2	3	3	-5	1.1	1.1	2	-14
Cc1nc2c(nnn2Cc2ccccc2Cl)c(=O)[nH]1	1	-26	-1	-12	-13	-2	4	-0.5	0.4	4	-1
CCC(=O)N1CCc2cc(S(=O)(=O)NCCC(=O)NCc3ccccc3Cl)ccc21	0	-60	-7	-1	-18	-10	-3	-0.9	1.2	-4	-3
CC(/C=N/NC(=O)c1ccc(Cn2cc([N+](=O)[O-])cn2)o1)=C\c1ccccc1	-5	23	0	-14	10	28*	0	0.0	-0.6	17	9
